Assay outcomes from PubChem.
Lipid droplet = hepatic lipid droplet formation modulation | hit rate 0.4% among 240,000 | AID 1656 | AML12 mouse hepatocytes, oleate lipid droplets, BODIPY imaging | inhibition, % at 6.5 µM;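 active means lipid droplet intensity inhibited by at least 50%, with more than 500 cells counted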
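Assay system: AML12 mouse liver cells | Compound dosing: One dose, 6.5 µM compound | Read-out basis: Droplet intensity reduction, % inhibition | Measured by: Fluorescence imaging, 20x objective, two fields per well | Schedule: Overnight treatment with compound plus oleate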
Lipid droplet cells 6.5 µM = also measured in Lipid droplet; calls as there; cell count; measured here: cell count, cytotoxicity flag;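 cells counted across two imaged fields per well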
Active calls of the source: *. A portion of the library; count on the stated rates, not on these rows.

SMILES | Lipid droplet | Lipid droplet cells 6.5 µM
CCOC(=O)c1ccccc1NC(=O)C1CCCO1 (stereo not given) | -36 | 773
CC(=O)N1CCN(C(=O)c2cc(S(=O)(=O)NCc3ccccc3)ccc2C)CC1 | -4 | 674
CCOc1ccc(CNC(=O)CCCC(=O)n2ncc3cc(C)ccc32)cc1 | 6 | 742
COc1c(C)cccc1C(=O)NC(=S)Nc1ccccc1N1CCCC1 | -33 | 696
COc1ccc(CNC(=O)C2CCN(S(=O)(=O)c3ccc4c(c3)CC(C)N4C(=O)C3CC3)CC2)cc1 (stereo not given) | 4 | 706
N#Cc1ccc(NC(=O)Cn2cnc(S(=O)(=O)N3CCCCC3)c2)cc1 | 12 | 753
Cc1cc2oc(=O)cc(CN3CCOCC3)c2cc1Cl | 1 | 772
COc1ccc(CNC(=O)c2ccc(CS(=O)(=O)c3ccc(C)cc3)o2)cc1 | -2 | 679
CCc1ccccc1NC(=O)NC(C)c1ccc2c(c1)OCO2 (stereo not given) | -3 | 822
COc1cc(/C=N/Nc2nc(C)cc(=O)[nH]2)ccc1O | -39 | 615
COc1ccccc1C(=O)N1CCN(Cc2cccnc2)CC1 | 1 | 814
O=C(CCc1ccccc1)N1CCCC(Nc2ccc(F)cc2)C1 (stereo not given) | -8 | 809
CN(C)C(CNC(=O)c1ccc(NS(=O)(=O)c2cccc([N+](=O)[O-])c2)cc1)c1ccco1 (stereo not given) | 2 | 819
CC1(C)CC(=O)c2c(O)cc(OCC(=O)NCCc3ccc(S(N)(=O)=O)cc3)cc2O1 | 17 | 813
CC(Cc1ccccc1)NC(=O)CCCN1C(=O)c2ccccc2C1=O (stereo not given) | -1 | 856
CCOc1ccc2[nH]c3c(NCCOC)ncnc3c2c1 | 3 | 787
COC(=O)CN1C(=O)[C@H]2[C@@H](c3ccc(C)o3)N3C(=O)CN(CC4CC4)C(=O)[C@@]3(Cc3ccccc3)[C@H]2C1=O | 0 | 783
Cc1cc(C)c(C)c(OCCCCN2CCCCC2)c1 | -1 | 779
COc1ccc2cc(C(=O)C3CCCN(C(=O)C4=NN(C)C(=O)CC4)C3)ccc2c1 (stereo not given) | 5 | 741
O=C(CCS(=O)(=O)c1ccccc1)Nc1nncs1 | -2 | 852
CCSc1nsc(NC(=O)Nc2ccccc2OC)n1 | -11 | 808
CC(C)(C)c1ccc(C(=O)NCc2nnc(SCC(=O)NC3CCCC3)o2)cc1 | 14 | 821
CCc1nc(SCC(=O)Nc2cc(OC)ccc2OC)c2c(C)c(C)sc2n1 | -19 | 844
O=C(O)CN1C(=O)/C(=C\c2cccc(OCc3ccc(Cl)cc3)c2)SC1=S | -13 | 821
NC(=O)c1ccsc1NC(=O)CS(=O)(=O)c1ccc(Cl)cc1 | -38 | 706
SMILES | Lipid droplet | Lipid droplet cells 6.5 µM
C=CCn1c(SCC(=O)NC2CCCC2)nnc1-c1ccccn1 | -7 | 808
CCCn1nnnc1NCc1ccc(C(C)C)cc1 | 1 | 843
COc1cc(OC)c(OC)cc1/C=C1/Cc2ccccc2C1=O | -3 | 825
O=C(c1cc(-c2cccc(Cl)c2)on1)N1CCCC1 | -4 | 756
COc1cccc(NC(=O)Nc2nnc(Cc3ccc(OC)c(OC)c3)s2)c1 | 16 | 839
COc1cc(C(C(=O)NCC2CCCO2)N(C(=O)Cn2nnc3ccccc32)c2ccc(OC)c(OC)c2)ccc1O (stereo not given) | 18 | 758
COC(=O)C1CCN(Cc2c(C(=O)N3C[C@@H](C)O[C@@H](C)C3)nc3ccc(Cl)cn23)CC1 | 14 | 728
O=C(NC(=S)N1CCCCC1c1cccnc1)c1ccccc1 (stereo not given) | 4 | 858
CCn1c(CNC(=O)c2cccc(C)c2)nnc1SCC(=O)N1CCOCC1 | 13 | 695
CCc1ccc(NC(=O)C2CCCN2C(=O)NC2CCCCC2)cc1 (stereo not given) | 1 | 819
COC(=O)c1ccc(N2NC(=O)/C(=C/c3cc(OC)c(O)c(OC)c3)C2=O)cc1 | -1 | 839
CC(=O)N1CCc2c(sc3c2c(=O)n(Cc2ccccc2)c(=O)n3CC(=O)NCC2CCCO2)C1 (stereo not given) | -7 | 723
O=C1OC(Nc2nc(-c3ccc(F)cc3)cs2)c2ccccc21 (stereo not given) | -16 | 832
CC1=C(C(=O)OCc2ccccc2)C(c2ccc([N+](=O)[O-])cc2)NC(=O)N1 (stereo not given) | 2 | 829
COc1ccc(-c2cc(C(=O)OCc3ccccn3)c3ccccc3n2)cc1 | 5 | 814
Cc1ccc(N(C(=O)c2csnn2)C(C(=O)NC2CCCCC2)c2cccnc2)cc1C (stereo not given) | -14 | 771
COc1cc(CNC2CCCCCCC2)c(Br)cc1OCCO | -7 | 788
COc1ccc(C2=NN(C(=O)CCC(=O)O)C(c3ccccc3OC)C2)cc1 (stereo not given) | 0 | 789
C/C(=N\NC(=O)c1cccs1)c1c(O)cc(C)oc1=O | -5 | 847
Cn1cc(C2=C(c3ccc(Cl)cc3Cl)C(=O)NC2=O)c2ccccc21 | -2 | 751
COC(=O)C1CCN(Cc2nnc(-c3ccccc3)o2)CC1 | 22 | 807
O=C1CC(N2CCN(c3ccc(F)cc3)CC2)C(=O)N1Cc1ccccc1 (stereo not given) | -6 | 802
O=C(Nc1nnc(-c2ccc(F)cc2)s1)c1c(F)cccc1Cl | 17 | 772
Cc1cc(C)cc(C(=O)Nc2cccc(NC(=O)c3ccco3)c2)c1 | 21 | 676
C[C@@H](C(=O)NCc1c(F)cccc1Cl)N1C(=O)N2CCc3c([nH]c4ccccc34)[C@@]2(C)C1=O | -16 | 785
SMILES | Lipid droplet | Lipid droplet cells 6.5 µM
Cc1ccc(C(=O)NC2CCS(=O)(=O)C2)cc1S(=O)(=O)N1CCCC1 (stereo not given) | 0 | 682
CN(C)C(=O)CSc1n[nH]c(=O)n1CCc1ccccc1 | 0 | 779
COc1cccc(N2CCN(C(=O)c3ccc(CS(=O)Cc4ccccc4Cl)o3)CC2)c1 (stereo not given) | 6 | 693
C[C@@H](NC(=O)C1(c2ccccc2)CCN(C(=O)OC(C)(C)C)CC1)C(=O)N[C@@H](C(=O)O)c1ccccc1 | -3 | 811
CC1(c2ccc3ccccc3c2)NC(=O)N(CC(=O)O)C1=O (stereo not given) | -12 | 656
O=C(NCC(Cl)c1ccc2ccccc2c1)c1c(F)cccc1F (stereo not given) | -13 | 408
O=C(CCCN1C(=O)/C(=C\c2ccccc2)SC1=S)Nc1cccc(C(=O)O)c1 | -28 | 727
CC(C)c1ccc(O)c(NC(=S)NC(=O)c2ccc3c(c2)OCO3)c1 | -96 | 601
COc1ccc(C(=O)Nc2cccc3nc(C)ccc23)c(OC)c1 | -2 | 776
COC(=O)Cn1cc(S(=O)(=O)NCc2ccc(C)cc2)c2cc([N+](=O)[O-])ccc21 | -5 | 859
O=C(c1cccc(NC2=NC3CS(=O)(=O)CC3S2)c1)N1CCN(c2cccc(Cl)c2)CC1 (stereo not given) | -1 | 737
COc1ccc(NC(=O)C#Cc2ccccc2)cc1OC | -2 | 841
COc1ccc(N2CCN(c3ccc4nnc(CCC(=O)Nc5ccc(C)cc5)n4n3)CC2)cc1 | -1 | 820
CCCCn1c(Cn2nc(C(=O)O)c3ccccc3c2=O)nc2cc(S(N)(=O)=O)ccc21 | -1 | 783
COc1ccc(NC(=O)COc2ccccc2Cc2ccccc2)cc1S(N)(=O)=O | -27 | 793
COc1ccc(NC(=O)CN2CCN(S(=O)(=O)N(C)C)CC2)cc1 | -8 | 808
CCC(c1nnc(SCC(=O)Nc2ccc(NC(C)=O)cc2)n1Cc1ccccc1)N(C)C (stereo not given) | 2 | 805
CCOc1ccccc1N(C(=O)CNC(=O)c1ccco1)C(C(=O)NC1CCCC1)c1ccncc1 (stereo not given) | -6 | 798
CCc1[nH]nc(C(=O)N2CCCC(C(=O)c3cccc(C(F)(F)F)c3)C2)c1C (stereo not given) | -10 | 733
N#CCNC1CC(=O)N(c2ccccc2)C1=O (stereo not given) | 5 | 807
CC(C)CN(C(=O)c1ccc(F)cc1F)c1c(N)n(CC(C)C)c(=O)[nH]c1=O | -17 | 727
O=C(CNC1CCCC1)Nc1ccc(S(=O)(=O)N2CCCCC2)cc1 | 2 | 476
O=C(CCCN1CCC(NC(=O)c2ccccc2)CC1)c1ccc(Cl)cc1 | 10 | 772
Cc1cccc(N(CC(=O)N2CCCCCC2)S(C)(=O)=O)c1 | -1 | 835
COc1cc(C(=O)Nc2ccc(NC(=O)c3cccc(Cl)c3)nc2)cc(OC)c1OC | 4 | 738
SMILES | Lipid droplet | Lipid droplet cells 6.5 µM
COCC(=O)N1CCC(Oc2ccc(C(=O)N3CCSCC3)cc2)CC1 | 14 | 691
Cn1ncc2c(Nc3cc(Cl)cc(Cl)c3)ncnc21 | -6 | 708
COc1ccc(C(=O)Nc2ccnn2C2CCN(Cc3ccc4nonc4c3)CC2)cc1 | 1 | 676
Cc1ccccc1N(CC(=O)NCC1CCCO1)C(=O)CNS(=O)(=O)c1ccc(F)cc1 (stereo not given) | 19 | 803
CCCc1nc2nc(C)c(NS(=O)(=O)c3ccc(CC(C)C)cc3)c(=O)n2[nH]1 | -1 | 833
COc1ccc(CCC(=O)Nc2ccc3c(c2)OCO3)cc1 | 2 | 821
COc1cccc(NC(=O)Cn2c3ccc(F)cc3c3nc4n(c(=O)c32)CCS4)c1 | 0 | 731
CCOc1ccc(OCC)c(S(=O)(=O)NCc2ccccc2)c1 | -6 | 827
COc1ccc(OC)c(S(=O)(=O)NC(C)CCc2ccccc2)c1 (stereo not given) | -10 | 837
CCc1nonc1NC(=O)c1oc2ccc(Cl)cc2c1C | 16 | 737
Cc1cc(N2CCN(c3ccccc3)CC2)nc2ccccc12 | 10 | 839
COc1ccccc1CN1CC(C(=O)NCc2ccc(SC)cc2)CCC1=O (stereo not given) | 1 | 842
Cc1nc(-c2ccc(S(=O)(=O)Nc3cc(F)ccc3F)cc2)co1 | -3 | 687
Cc1ccccc1C(=O)Nn1cnnc1 | 4 | 802
COc1ccc(NC(=O)c2cc(S(=O)(=O)N3CCOCC3)cn2C)cc1Cl | -7 | 754
CCN(CC)c1nc(N2CCN(CCO)CC2)nc2ccccc12 | 11 | 829
COC(=O)C(Cc1ccccc1)OS(N)(=O)=O (stereo not given) | 2 | 820
NC(=O)CN1C(=O)C(=O)N(Cc2ccccc2Cl)C1=O | 2 | 736
Cc1ccc(CC(=O)Nc2ccc(Cl)cn2)cc1 | -13 | 824
CN(CCOc1ccccc1)CC(=O)Nc1ccc(Br)cc1F | -9 | 804
CCCCN(C)C(=O)c1cccc(OC2CCN(CC(C)(C)C)CC2)c1 | -3 | 865
COc1ccccc1N1CCN(/N=C\c2ccccc2)CC1 | -1 | 785
CC(C)CC(=O)N1CCN(c2ccc(NC(=O)c3ccco3)cc2)CC1 | -5 | 823
CCOC(=O)CSCc1csc(CC(=O)Nc2ccccc2C)n1 | -31 | 692
O=C(Nc1ccc2ccccc2c1)c1ccc2[nH]c(=O)c(=O)[nH]c2c1 | 12 | 429

Quoted from the results shown, three compounds:
SMILES | Lipid droplet | Lipid droplet cells 6.5 µM
COCC(=O)N1CCC(Oc2ccc(C(=O)N3CCSCC3)cc2)CC1 | 14 | 691
Cn1ncc2c(Nc3cc(Cl)cc(Cl)c3)ncnc21 | -6 | 708
COc1ccc(C(=O)Nc2ccnn2C2CCN(Cc3ccc4nonc4c3)CC2)cc1 | 1 | 676

(list continues)
SMILES | Lipid droplet | Lipid droplet cells 6.5 µM
CCN1CCN(C(=O)Cn2ncc3c([nH]c4ccccc43)c2=O)CC1 | 2 | 707
CN(C)CCCN(C(=O)C1COc2ccccc2O1)c1nc2cc3c(cc2s1)OCO3 (stereo not given) | 2 | 848
O=C(Cc1c(F)cccc1Cl)Nc1ccc(S(=O)(=O)Nc2nccs2)cc1 | -14 | 764
Cc1ccccc1NC(=O)c1ccccc1NC(=O)c1cccs1 | -12 | 785
CCOc1ccccc1Oc1cn[nH]c1-c1ccc(O)cc1O | 4 | 727
COc1ccccc1C(=O)N1CCN(C(=O)Cc2ccccc2)CC1 | -2 | 681
COc1ccc(C(=O)C2CCCN(C(=O)c3ccc(C(C)=O)s3)C2)c(C)c1 (stereo not given) | -4 | 658
Cc1cc(C(=O)N2CCN(c3cc(Cl)ccc3C)CC2)on1 | -1 | 733
O=C(COc1ccc(Cl)cc1Cl)NC(=O)c1ccccc1 | -3 | 646
Cc1ccc(NC2CCCN(C(=O)c3cc4ncccn4n3)C2)cc1C (stereo not given) | 4 | 684
COc1ccc(C)cc1N(C)C(=O)Cc1c(C(=O)O)n(C)c2ccccc12 | -20 | 785

Compounds shown so far that have an aryl thioether with sulfur outside any ring (8):
SMILES | Lipid droplet | Lipid droplet cells 6.5 µM
CCSc1nsc(NC(=O)Nc2ccccc2OC)n1 | -11 | 808
CC(C)(C)c1ccc(C(=O)NCc2nnc(SCC(=O)NC3CCCC3)o2)cc1 | 14 | 821
CCc1nc(SCC(=O)Nc2cc(OC)ccc2OC)c2c(C)c(C)sc2n1 | -19 | 844
C=CCn1c(SCC(=O)NC2CCCC2)nnc1-c1ccccn1 | -7 | 808
CCn1c(CNC(=O)c2cccc(C)c2)nnc1SCC(=O)N1CCOCC1 | 13 | 695
CN(C)C(=O)CSc1n[nH]c(=O)n1CCc1ccccc1 | 0 | 779
CCC(c1nnc(SCC(=O)Nc2ccc(NC(C)=O)cc2)n1Cc1ccccc1)N(C)C (stereo not given) | 2 | 805
COc1ccccc1CN1CC(C(=O)NCc2ccc(SC)cc2)CCC1=O (stereo not given) | 1 | 842
